# mIAP act = increases mouse intestinal alkaline phosphatase activity; muIAP, CDP-Star luminescence, 30 min; active compounds read high; 1 = vehicle-only enzyme signal, 0 = enzyme-free wells; activation factor at 10 µM; 330,000 tested, 0.24% active; AID 2805;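 active = activation factor of at least 2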; also: the source names both 10 and 20 µM as test concentration; values of inactives mirror those of a sister screen read the other way
#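 also added = chemiluminescent substrate CDP-Star | test system = mouse IAP enzyme | signal = chemiluminescence readout | compound = DMSO-dissolved test compounds | incubation = 30 min at room temperature | benchmarks = DMSO wells, no-enzyme wells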
# hIAP act = increases human intestinal alkaline phosphatase activity. purified human IAP, CDP-Star luminescence, 30 min; active compounds read high; 1 = vehicle-only enzyme, 0 = enzyme-free background. activation factor at 10 µM. 330,000 tested, 0.16% active;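 active = activation factor of the enzyme at least 2-fold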; also: the source names both 10 and 20 µM as test concentration; values of inactives mirror those of a sister screen read the other way
# Target sequence (P09923 whole entry, looked up): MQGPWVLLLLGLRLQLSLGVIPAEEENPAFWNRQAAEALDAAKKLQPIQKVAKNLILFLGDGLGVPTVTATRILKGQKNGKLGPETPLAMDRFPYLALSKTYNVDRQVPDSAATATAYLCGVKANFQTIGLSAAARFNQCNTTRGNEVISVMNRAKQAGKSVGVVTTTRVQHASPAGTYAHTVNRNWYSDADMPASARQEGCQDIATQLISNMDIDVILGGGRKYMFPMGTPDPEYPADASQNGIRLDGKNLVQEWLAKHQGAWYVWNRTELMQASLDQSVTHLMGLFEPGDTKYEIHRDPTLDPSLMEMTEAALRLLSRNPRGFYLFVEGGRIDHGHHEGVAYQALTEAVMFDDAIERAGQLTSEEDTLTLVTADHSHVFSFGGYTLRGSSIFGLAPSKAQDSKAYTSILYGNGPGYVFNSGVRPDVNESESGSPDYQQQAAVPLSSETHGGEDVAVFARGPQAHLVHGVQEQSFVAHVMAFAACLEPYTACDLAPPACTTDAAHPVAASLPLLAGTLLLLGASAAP
# PfG6PD inh = PfG6PD (Plasmodium falciparum) enzyme inhibition | PfGluPho enzyme, NADPH resazurin-diaphorase fluorescence | inhibition, % at 20 µM | 350,000 tested, 0.78% active;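 active = inhibition reaching at least a set limit at 20 µM in the primary screen, cut at about 59% in these data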;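 also: 0% = DMSO wells with substrate and 100% = DMSO wells lacking glucose-6-phosphate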
# A3A deaminase = inhibitors of human APOBEC3A DNA deaminase | P31941 | recombinant A3A, FAM/TAMRA ssDNA deamination fluorescence | inhibition, % at 20 µM | 330,000 tested, 0.41% active | AID 493011;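 active = at least 40% inhibition at 20 µM here, with at most 30% in a related deaminase screen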;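 also: plate controls were A3A with DMSO for no effect and wells lacking A3A enzyme for full effect; some results filed as inactive read as strong as hits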
# ATG4B inh = inhibitors of human ATG4B cysteine protease. AID 504462. Q9Y4P1. ATG4B cleavage of LC3-PLA2, NBD-HPC fluorescence, 1 h. inhibition, % at 8.33 µM. 340,000 tested, 0.51% active; in the data active = inhibition above about 40%
# Target sequence (Q9Y4P1 whole entry, looked up): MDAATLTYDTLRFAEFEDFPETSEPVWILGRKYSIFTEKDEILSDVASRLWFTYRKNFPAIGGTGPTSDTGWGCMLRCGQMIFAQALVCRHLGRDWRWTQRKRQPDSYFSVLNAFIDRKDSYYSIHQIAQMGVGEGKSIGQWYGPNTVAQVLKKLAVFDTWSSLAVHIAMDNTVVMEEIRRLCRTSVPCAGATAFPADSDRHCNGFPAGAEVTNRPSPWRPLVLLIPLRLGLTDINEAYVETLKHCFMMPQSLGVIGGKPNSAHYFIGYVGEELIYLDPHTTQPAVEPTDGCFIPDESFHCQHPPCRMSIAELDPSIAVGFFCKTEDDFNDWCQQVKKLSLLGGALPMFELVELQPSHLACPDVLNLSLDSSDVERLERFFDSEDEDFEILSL
# HKDC1 inhibitor = HKDC1 (human) hexokinase inhibition | recombinant HKDC1, G6PDH/diaphorase resazurin coupled fluorescence | inhibition, % at 20 µM | AID 493160 | Q2TB90 | 340,000 tested, 0.16% active;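 active = inhibition above about 35% when tested at 20 µM, limit read from the data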;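 also: plate controls were DMSO wells with enzyme for no effect and DMSO wells lacking enzyme for full effect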
#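 test system = in-house recombinant HK5 (HKDC1) enzyme | amount = HKDC1 at 5 µg/mL | control set = DMSO-enzyme wells negative, buffer-substituted wells positive | compound = one dose of 20 µM, 1% DMSO | schedule = reaction time 90 min, room temperature, protected from light | technique = resorufin fluorescence at 613 nm | reagent = glucose with 1 mM ATP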
# mIAP block = blocks mouse intestinal alkaline phosphatase; 330,000 tested, 0.2% active; inhibition, % at 10 µM; purified mouse IAP, CDP-Star luminescence, 30 min;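 active = inhibition of at least 40% at 10 µM in the primary screen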;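 also: plate controls were DMSO with enzyme for no effect and no enzyme wells for full effect; values of inactives mirror those of a sister screen read the other way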
# hIAP inh = blocks human intestinal alkaline phosphatase | inhibition, % at 10 µM | purified IAP, CDP-Star luminescence, 30 min | AID 2544 | 330,000 tested, 0.12% active;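 active = inhibition reaching a set limit with compound at 10 µM in the primary screen, cut at about 35% in these data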;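 also: plate controls were DMSO wells with enzyme for no effect and no-enzyme buffer wells for full effect; values of inactives mirror those of a sister screen read the other way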
# * marks the source's active call; other numbers are inactive results; / = no result given. Hits appear at their usual frequency; overall some 2.4% were active at least once.
SMILES,mIAP act,hIAP act,PfG6PD inh,A3A deaminase,ATG4B inh,HKDC1 inhibitor,mIAP block,hIAP inh
Cc1cc(NC(=O)CSc2nnc(NCc3ccccc3)s2)no1,0.99,1.1,1,1,1,-4,1,-5
O=C(Nc1nnc(SCCC2OCCO2)s1)C1CC(=O)N(c2ccccc2)C1 (stereo not given),0.95,1,2,1,3,6,5,-1
O=c1cc(-c2ccccc2)nc2nc[nH]n12,0.97,1.1,-13,2,-7,2,3,-5
O=S(=O)(Nc1cccc2ncccc12)c1cccs1,1,1.5,99*,2,5,19,0,-49
Cc1c(Cl)cccc1NC(=O)CNCc1ccccc1F,1,1.1,-5,2,0,-8,-2,-6
Cc1c(NS(=O)(=O)c2ccc(NC3CCCC3)c([N+](=O)[O-])c2)c(=O)n(-c2ccccc2)n1C,0.88,1,-27,8,14,-4,12,-1
CC(C)C(C(=O)NCc1ccco1)N(CC1CCCO1)C(=O)CNS(=O)(=O)c1ccccc1 (stereo not given),1,1.1,3,2,13,-7,-2,-5
CCOC(=O)N1CCN(C(=O)C2CCN(S(=O)(=O)c3cc(C)ccc3OC)CC2)CC1,1,1.1,-9,-2,4,-14,-1,-10
COc1ccc(Nc2nnc(Cc3ccccc3)c(=O)[nH]2)c(OC)c1,1.1,1.1,14,-4,-16,4,-9,-6
CC(=O)Nc1cc(-c2nc3ccccc3o2)ccc1Cl,0.97,0.85,0,-6,4,2,3,15
Cc1ccc(NC(=O)c2nc(S(=O)(=O)Cc3ccccc3)ncc2Cl)cc1,1,1,28,4,1,4,-3,-2
CCCCC(=O)Nc1ccc(C(=O)Nc2ccc(S(=O)(=O)Nc3ccc(C)cc3)cc2)cc1,0.9,0.99,4,2,-13,16,10,1
COc1ccc(CCNCC(=O)Nc2ccc(C(=O)N3CCCCC3)cc2)cc1,1,1,4,-2,-2,-5,-2,-4
Cc1ccc(CN2C3=NCCN3c3ccccc32)cc1,1,1.1,14,3,-1,-5,-4,-11
CCOC(=O)N1CCN(C(=O)c2ccccc2NC(C)=O)CC1,1.1,1.1,4,-3,3,-8,-6,-6
COc1ccccc1C(=O)NNC(=O)C(=O)NCc1ccccc1,0.81,1.3,-9,-4,-4,-12,19,-27
COc1ccc(NC(=O)C2CSC(C)(C)N2C=O)cc1 (stereo not given),0.97,0.93,-1,-1,-11,-10,3,7
CCOC(=O)c1c(C)[nH]c(C(=O)OCC(=O)Nc2cccnc2Cl)c1C,1,0.92,4,2,-2,2,-2,8
CCCCCCC/C=N/Nc1nnc(Cc2ccccc2)c(=O)[nH]1,0.99,0.98,-3,2,-2,0,1,2
CCOc1ccc(-n2nc3ccc(NC(=O)CC)cc3n2)cc1,0.97,0.79,2,-3,-9,9,3,21
CC(SC(=S)N1CCCC1)C(=O)O (stereo not given),0.98,0.97,-8,-3,7,-1,2,3
O=C(O)C(Cc1c[nH]c2ccccc12)N1Cc2ccccc2C1=O (stereo not given),0.91,0.91,-20,-3,-5,1,9,9
O=C(NCc1cccnc1)c1cccc(Cl)c1,1,0.9,-18,-3,7,-3,0,10
Cc1ccc(Sc2ccc(N)cn2)cc1,1.1,1,8,-3,-3,-3,-11,-3
CCC(C)NC(=O)c1cnn2c1NC(c1cccs1)CC2C(F)(F)F (stereo not given),1.2,0.98,14,3,-9,0,-17,2
Cc1ccc(S(=O)(=O)/N=C(/c2ccc(F)cc2)N2CCCCC2)cc1,0.93,1,-5,2,0,18,7,-4
COc1cc(Cl)ccc1OCc1cc(C(=O)N(C)C2CCOC2)no1 (stereo not given),0.96,1.2,9,-3,6,1,4,-17
COc1ccc(OC)c(C(=O)CN2C(=O)NC(C)(c3ccccc3)C2=O)c1 (stereo not given),0.92,0.8,10,4,-1,-6,8,20
COc1ccc(CC(=O)N2CCC(CCC(=O)Nc3ccccc3)CC2)cc1,0.98,1,0,-2,1,-2,2,-3
Cc1ccc(S(=O)(=O)N2CCC(=O)N(C(COCc3ccccc3)Cc3ccccc3)CC2)cc1 (stereo not given),1.1,0.89,10,1,8,-1,-11,11
COc1ccc(Cl)cc1NC(=S)NNC(=O)CC(C)C,0.94,1.7,5,0,-8,-6,6,-66
CCN1CCN(C(=S)NCc2ccc(C)cc2)CC1,0.96,1,-11,0,1,-5,4,-1
CCOC(=O)c1sc(=S)n(Cc2ccccc2)c1N,0.98,0.98,-14,-1,-6,4,2,2
CCN1CCN(c2ccc(S(=O)(=O)N3CCCCC3)cc2NC(=O)/C=C/c2cccc(OC)c2OC)CC1,1,1.1,8,-5,-2,-3,-1,-12
CC1(C)CC(NS(=O)(=O)c2ccc(F)cc2)CC(C)(C)N1,1,1.1,-3,-3,5,-1,-2,-11
CCOCCCn1c(SCC(=O)/C(C#N)=C(\C)N)nc2ccccc2c1=O,1,1.1,5,0,-1,-6,-3,-8
COC(=O)c1ccccc1NC(=O)CSc1ccc(C)cc1,0.96,0.91,1,-1,-5,7,4,9
CC(NC(=S)NCCc1ccccc1)C(c1cccs1)N1CCN(C)CC1 (stereo not given),1.2,0.87,2,-2,-17,-4,-20,13
Cc1ccc(-c2n[nH]c3c2C(c2cccc(O)c2)N(c2ccc(C(=O)O)cc2)C3=O)cc1 (stereo not given),1.2,1.2,-25,-9,7,-4,-16,-15
COC(=O)c1ccc2c(=O)n(CCCCCC(=O)O)c(=S)[nH]c2c1,1.1,0.92,-5,-4,2,15,-8,8
N#CCc1ccc(NC(=O)Nc2cccc(Cl)c2)cc1,2.8*,1.4,18,-5,-2,-2,-176,-39
COc1ccccc1Cn1c(C)nnc1-c1cnn(C)c1N,1,0.99,-9,3,3,0,-1,1
O=C(NCCS(=O)(=O)NCc1ccccn1)c1ccccc1,0.98,1,4,-2,0,-4,2,-2
CCC(C(=O)NCc1cccc(C)c1)n1nc(C)c2c(C)n(-c3ccccc3)nc2c1=O (stereo not given),0.98,1,10,-5,-3,2,2,-4
COc1ccc(CC(=O)Nc2ccccc2Oc2ccccc2)cc1,1,1,/,-2,/,/,-2,0
CCCCN(CCCC)S(=O)(=O)c1ccc(NC(=O)Cc2cccs2)cc1,1.3,0.97,14,10,19,-4,-26,3
CCOC(=O)CN1CC23C=CC(O2)C(C(=O)NCc2ccc(F)cc2)C3C1=O (stereo not given),0.9,1.1,7,-1,0,-4,10,-12
Cc1[nH]c2ccccc2c1CCN(Cc1cccs1)C(=S)NC(C)(C)C,1,0.9,15,1,-5,0,-2,10

# Entries above that bear a hit mark in mIAP act:
SMILES,mIAP act,hIAP act,PfG6PD inh,A3A deaminase,ATG4B inh,HKDC1 inhibitor,mIAP block,hIAP inh
N#CCc1ccc(NC(=O)Nc2cccc(Cl)c2)cc1,2.8*,1.4,18,-5,-2,-2,-176,-39

# Filtered by structure, those above containing a cyano group (two)
SMILES,mIAP act,hIAP act,PfG6PD inh,A3A deaminase,ATG4B inh,HKDC1 inhibitor,mIAP block,hIAP inh
CCOCCCn1c(SCC(=O)/C(C#N)=C(\C)N)nc2ccccc2c1=O,1,1.1,5,0,-1,-6,-3,-8
N#CCc1ccc(NC(=O)Nc2cccc(Cl)c2)cc1,2.8*,1.4,18,-5,-2,-2,-176,-39

# Continuation:
SMILES,mIAP act,hIAP act,PfG6PD inh,A3A deaminase,ATG4B inh,HKDC1 inhibitor,mIAP block,hIAP inh
COc1cc(C2NC(=S)NC(C)=C2C(=O)OC(C)C)ccc1OC(C)C (stereo not given),1.1,0.88,9,2,1,3,-8,12
CC(C)(Oc1ccc(Cl)cc1)C(=O)NCC1CCCO1 (stereo not given),0.98,1.1,2,0,0,5,2,-7
CCC(C)(C)NC(=O)Cc1ccc(F)cc1,1,0.98,-2,3,0,-9,0,2
COCCNC(=O)c1cc(OC)c(OC)cc1[N+](=O)[O-],0.95,1.1,-3,-3,-8,-7,4,-6
CCOc1ccccc1N1CCN(CC(=O)NC(=O)NCc2ccco2)CC1,1.1,1.2,-7,0,-9,-3,-7,-19
COc1ccccc1NC(=O)CSc1nc(N)c(-c2ccccc2)c(=O)[nH]1,1,1,-8,-2,-2,3,-1,0
Cc1ccc(S(=O)(=O)NCC(=O)NCC(=O)OCC(=O)N2CC(=O)Nc3ccccc32)cc1C,1,0.88,-10,4,0,-8,0,12
O=C(N/N=C/c1ccc(-c2cccc(C(F)(F)F)c2)o1)c1ccccc1O,0.8,0.77,-17,4,9,-19,20,23
O=C(NNC(=O)c1ccccc1F)c1cccs1,1,1,-7,-4,4,7,-2,-2
COc1ccc(-c2noc(Cc3cccs3)n2)cc1,0.97,1,-18,1,13,2,3,-1
O=C(OCCN1CCOCC1)c1cccc(F)c1,1,0.91,8,-1,-2,-6,-2,9
COc1cc(/C=N/Nc2ccc(Cl)c(C(=O)O)c2)ccc1OCC(=O)N1C(C)CCCC1C (stereo not given),0.89,0.98,-21,12,0,0,11,2
CCCN1CCN(C(=O)CCCn2c(C)c3cnn(-c4ccccc4)c(=O)c3c2C)CC1,1,0.97,4,4,-8,-4,-4,3
FC(F)(F)c1cccc(N2CCN(CC3CC=CCC3)CC2)c1 (stereo not given),0.95,1.1,5,2,12,0,5,-10
Cn1nnc(NC(=S)NC(=O)c2ccccc2)n1,1,1,-5,-3,1,-4,0,-2
Cc1ccc(S(=O)(=O)NC2CC2)s1,0.97,1.1,-8,-2,-5,0,3,-12
Cc1ccc(OCCCCN2CCCCC2)c(Br)c1,0.97,1.1,-15,1,-1,-8,3,-8
COc1ccc(Nc2c3c(nc4ccccc24)CCC3)c(OC)c1,0.97,0.84,10,1,4,-8,2,16
Cc1ccc(CN(Cc2cccnc2)C(=S)Nc2cc(Cl)ccc2C)cc1,1.1,1.1,23,-4,4,1,-8,-9
Cc1ccc2oc(=O)c(/C=C(\O)c3sc(C)nc3C)nc2c1,0.92,0.99,-11,-3,11,8,8,1
COC(=O)c1sccc1NC(=O)C1CC2CCC1C2 (stereo not given),1,0.91,-7,-4,4,2,0,9
Cc1c(NC(=O)OCCNC(=O)COc2ccc(Cl)cc2Cl)sc(=S)n1C,0.96,0.88,-4,-1,-5,-9,4,12
Cc1cc(C(=O)Nn2c(C3CCCCC3)nc3ccccc3c2=O)ccc1[N+](=O)[O-],1,1.1,-24,-4,3,-5,-3,-5
C/C(=N\NC(=O)c1cc(Br)ccc1O)c1ccccn1,0.89,1.1,5,3,-6,-12,11,-6
Cc1c(Cc2ccccc2)c(=O)oc2cc(OCC(=O)c3ccccc3)ccc12,0.94,0.82,7,3,32,-13,6,18
CCc1cc(C(=O)Nc2ncccc2O)sc1C,0.96,0.98,21,-7,-1,-7,4,2
S=c1[nH]nc(-c2ccccc2)n1/N=C/c1cccc(Cl)c1,0.72,1,18,-6,1,9,28,-1
CC(Sc1nc2cc([N+](=O)[O-])ccc2n1-c1ccc(F)cc1)C(=O)NCc1ccc2c(c1)OCO2 (stereo not given),0.92,0.89,57,1,-3,1,8,11
CCOC(=O)c1sc(=S)n(C)c1NC(=O)c1ccc(F)cc1,0.81,0.96,72*,-3,-10,-12,19,4
CC(C)(C)c1nc[nH]c(=O)c1Br,1.1,1.1,7,-4,-7,-6,-7,-6
CC1CC(C)CN(S(=O)(=O)c2ccc3c(c2)CC(C)N3C(=O)C2CCC2)C1 (stereo not given),1,1.1,3,0,1,2,-2,-6

# Compound profiles, from the list above.
# Entry for CCC(C)(C)NC(=O)Cc1ccc(F)cc1 → mIAP act = 1; hIAP act = 0.98; PfG6PD inh = -2; A3A deaminase = 3; ATG4B inh = 0; HKDC1 inhibitor = -9; mIAP block = 0; hIAP inh = 2
# Entry for CCOC(=O)N1CCN(C(=O)c2ccccc2NC(C)=O)CC1 → mIAP act = 1.1; hIAP act = 1.1; PfG6PD inh = 4; A3A deaminase = -3; ATG4B inh = 3; HKDC1 inhibitor = -8; mIAP block = -6; hIAP inh = -6
